# Source: PubChem BioAssay (Broad Institute)
# CD40 NFkB inh: CD40 pathway inhibition in BL2 cells; BL2 NF-kB luciferase reporter, CD40L-induced, 4 h; AID 1053188; inhibition, % at 10 µM; actives 0.94% (n = 83,000);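 active = mean inhibition of at least 50% with a set share of replicates also reaching that level; inconclusive = no clear call, values can overlap the other calls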;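 note: 0% = neutral control wells and 100% = IKK inhibitor VII at 50 µM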
# * = called active by the depositor; ? = inconclusive; & = joins results of further samples; [ ] = dose if it differs, or a comment. Only part of the results is shown; rates above refer to the full screens.
SMILES,CD40 NFkB inh
Cc1cccc(NC(=O)C2CCN(S(=O)(=O)c3cccc4nsnc34)CC2)n1,3.0
Cc1cccc(C(=O)NCC(=O)OCC(=O)N(C)CC(=O)Nc2ccc(F)cc2)c1,11.8
CCCC(=O)Nc1ccc2c(c1)C(=O)N(C)[C@@H]1CC[C@@H](CC(=O)NCc3cccc(F)c3)O[C@H]1CO2,2.4[25 µM]
COc1cc(OC)cc(C(=O)N[C@H](C(=O)NC2CCCc3ccccc32)C(C)C)c1 (stereo partly specified),-1.8
CCc1nnc(NC(=O)c2ccc3ncsc3c2)s1,-55.4
Cc1noc(C)c1C(=O)N(C)C[C@@H]1OCc2ccccc2-c2ccccc2C(=O)N([C@H](C)CO)C[C@@H]1C,-10.9[25 µM]
O=C(CN1CCN(C(=O)c2ccco2)CC1)Nc1cccc(S(=O)(=O)N2CCCC2)c1,3.7
O=C(NS(=O)(=O)Oc1ccc(Cl)cc1)OC[C@@H]1CCCN2CCCC[C@H]12,10.3
CSc1ncc(Cl)c(C(=O)Nc2cccc3ccccc23)n1,2.2
Cc1cccc(C)c1NC(=O)CNC(=O)c1ccc(N2CCCC2=O)cc1,1.8
N#C[C@H]1[C@H](c2ccc(C#Cc3ccc(F)cc3)cc2)[C@H](CO)N1C(=O)Cc1ccncc1,-11.8[25 µM]
COc1cccc(NC(=O)N(C)C[C@H]2OCc3ccccc3-c3c(n(C)c4ccccc34)C(=O)N([C@H](C)CO)C[C@@H]2C)c1,-12.0
COCCNC(=O)[C@@H]1[C@@H](CO)[C@@H]2Cn3c(ccc(-c4ccccc4OC)c3=O)[C@@H]2N1C(=O)C1CCC1,5.3[25 µM]
CC1CCC2(CC1)NC(=O)N(CC(=O)c1cn(CCC#N)c3ccccc13)C2=O (stereo unspecified),1.4
C=CCOc1ccc(/C=C/C(=O)OCC(=O)NNC(=O)c2ccccc2F)cc1,-2.0
N#Cc1cc(-c2ccccc2)oc1NC(=O)c1ccccc1,-0.9
Cn1ccnc1C(=O)c1ccc(S(=O)(=O)N2CCCC2)cc1,-7.6
CN1CCC(OC(=O)Cc2ccc(Cl)cc2)CC1,7.5
COc1ccc(OCCSc2ncc(CO)n2C)cc1,-25.9
CC(C)CN1CCN(Cc2ccc(C#CC(C)(C)O)cc2)CC1CCO (stereo unspecified),-5.6
N#C/C(=C/c1ccc(O)c(O)c1)C(=O)NCCCc1ccccc1,-1.3[25 µM]
O=C(Nc1cccc(S(=O)(=O)N2CCCC2)c1)c1ccc2c(c1)OCO2,-3.1
Cc1cccc(-c2nn(-c3ccccc3)cc2C(=O)Nc2cccc(S(=O)(=O)NC3=NCCC3)c2)c1,-32.3
O=C(NCc1cccs1)c1ccc2sc([C@@H]3O[C@H](CO)[C@H](O)[C@H](O)[C@H]3O)nc2c1,-0.1
CC(C)NC(=O)N(C)C[C@H]1Oc2c(cccc2N(C)C)C(=O)N(C)C[C@H]1C,-5.3

# Retrieved by structure from above, 4 records:
SMILES,CD40 NFkB inh
O=C(Nc1cccc(S(=O)(=O)N2CCCC2)c1)c1ccc2c(c1)OCO2,-3.1
Cn1ccnc1C(=O)c1ccc(S(=O)(=O)N2CCCC2)cc1,-7.6
Cc1cccc(-c2nn(-c3ccccc3)cc2C(=O)Nc2cccc(S(=O)(=O)NC3=NCCC3)c2)c1,-32.3
O=C(NS(=O)(=O)Oc1ccc(Cl)cc1)OC[C@@H]1CCCN2CCCC[C@H]12,10.3

# A stretch from further up, as a working copy:
SMILES,CD40 NFkB inh
Cc1cccc(-c2nn(-c3ccccc3)cc2C(=O)Nc2cccc(S(=O)(=O)NC3=NCCC3)c2)c1,-32.3
O=C(NCc1cccs1)c1ccc2sc([C@@H]3O[C@H](CO)[C@H](O)[C@H](O)[C@H]3O)nc2c1,-0.1
CC(C)NC(=O)N(C)C[C@H]1Oc2c(cccc2N(C)C)C(=O)N(C)C[C@H]1C,-5.3

# (more compounds)
SMILES,CD40 NFkB inh
Cc1ccc(C(=O)C(C)OC(=O)CN2C(=O)NC3(CCCC3)C2=O)cc1C (stereo unspecified),-1.1
CCn1c(C)cc(C(=O)CN2C(=O)c3ccccc3S2(=O)=O)c1C,25.9
Cc1ccc(C)c(NC(=O)CN(C)C(=O)c2cc([N+](=O)[O-])ccc2N2CCOCC2)c1,-15.7
CC12C=CC(=O)C=C1CCC1C3CCC(O)(C(=O)CO)C3(C)CC(O)C12F (stereo unspecified),27.9
COc1ccc2c3c([nH]c2c1)[C@@H](CO)N(Cc1nccs1)CC31CN(Cc2ccncc2)C1,-9.1[25 µM]
CC=Cc1cc(OC)c2c(c1)C(C)C(c1ccc(O)c(OC)c1)O2 (stereo unspecified),-13.2
O=C(C[C@@H]1C[C@H]2c3cc(NC(=O)Nc4ccc(C(F)(F)F)cc4)ccc3O[C@H]2[C@H](CO)O1)NCc1cc(F)ccc1F,?
O=C(COc1cccc2cccnc12)Nc1cccc(S(=O)(=O)N2CCCC2)c1,12.0
CC(C)Cn1c(N)c(C(=O)COC(=O)c2cnccn2)c(=O)n(C)c1=O,7.8
COCC#Cc1ccc([C@@H]2[C@H](CO)N3C(=O)CN(C(=O)CN4CCOCC4)C[C@@H]23)cc1,-12.4[25 µM]
O=C(CN1C(=O)NC2(CCc3ccccc32)C1=O)Nc1cccc(Cl)c1 (stereo unspecified),-0.8
COc1ccc(NS(=O)(=O)c2cc(NC(=O)C3CCCO3)ccc2N2CCCC2)cc1 (stereo unspecified),7.2
C[C@@H]1CN([C@@H](C)CO)C(=O)c2ccccc2-c2ccccc2CO[C@@H]1CN(C)C(=O)Oc1ccccc1,-1.4
CCC(NC(=O)Nn1cnnc1)(C(F)(F)F)C(F)(F)F,1.6
O=C(C[C@H]1CC[C@H]2[C@@H](COC[C@H](O)CN2Cc2nccs2)O1)NCc1ccccc1Cl,-5.1[25 µM]
Cc1csc(NC(=O)CCn2c(=O)oc3ccccc32)n1,-5.4
C[C@@H]1CN([C@H](C)CO)C(=O)CCCn2nncc2CO[C@H]1CN(C)S(=O)(=O)c1ccccc1C#N,3.7[25 µM]
O=C(CCNS(=O)(=O)c1ccc(Br)cc1)NNC(=O)C1COc2ccccc2O1 (stereo unspecified),12.7
CC(C)NC[C@H]1[C@@H](c2ccc(-c3cccc(F)c3)cc2)[C@@H](CO)N1CC1CC1,1.3[25 µM]
CC(C)CSc1nnc(N)s1,-6.8
CO[C@@H]1CN(C)C(=O)c2cc(NC(=O)C3CCC3)ccc2OC[C@@H](C)N(Cc2cccnc2)C[C@@H]1C,-8.8
CCn1c(Cc2ccccc2)nnc1SCC(=O)Nc1ccccc1F,-8.5
COc1ccc(N(CC(=O)NCc2cccs2)S(=O)(=O)c2ccc(C(C)=O)cc2)cc1,7.2
O=C(NCCCCCNC(=O)c1ccccn1)c1ccccn1,10.4
C[C@H](CO)N1C[C@H](C)[C@H](CN(C)C(=O)Oc2ccccc2)OCc2cn(nn2)CCCC1=O,-2.7

# Remaining list, next part
SMILES,CD40 NFkB inh
CCNC(=O)C1(C)CCN(Cc2cccc(C(F)(F)F)c2)C1 (stereo unspecified),17.2
CCN1CCN(C(=O)CN2C(=O)c3ccccc3S2(=O)=O)CC1,-8.7
CC=Cc1ccc2n(c1=O)C[C@@H]1[C@@H](CO)[C@H](C(=O)NC3CCCCC3)N(C(=O)C3CC3)[C@H]21 (mixture of isomers),9.9[25 µM]
CO[C@H]1CN(C)C(=O)c2ccc(NC(=O)C3CC3)cc2OC[C@H](C)N(C(C)=O)C[C@@H]1C,-3.8[25 µM]
FC(F)(F)c1ccccc1/C=N/Nc1ccccn1,-24.8
Cc1ccc(C(=O)NCC2CCCN2S(=O)(=O)c2ccc(C)cc2)cc1 (stereo unspecified),-33.0
O=C(Nc1ccccn1)c1cc2ccccc2cc1O,-89.8
Cc1occc1C(=O)N1CCN(Cc2ccccc2)CC1,1.5
COC(=O)c1ccc(NC(=O)Cn2c(-c3nonc3N)nc3ccccc32)cc1,0.5
CC(C)NC(=O)CCCc1c[nH]c2ccccc12,10.2
COC(=O)Cc1cc(=O)n2[nH]c(C)cc2n1,21.6
O=C(Nc1ccc2c(c1)[C@H]1C[C@@H](CC(=O)N3CCc4ccccc4C3)O[C@H](CO)[C@H]1O2)C1CCOCC1,-14.3[25 µM]
Cc1ccc(C(=O)NNC2CC(=O)N(c3ccc4c(c3)OCCO4)C2=O)cc1 (stereo unspecified),-10.2
O=C(c1ccccc1-c1nc(-c2ccccc2)no1)N1CCCC1,-67.2
CC1(C(=O)O)CCN1C(=O)c1cccc(C(F)(F)F)c1 (stereo unspecified),6.1
Cc1nnc(NC(=O)c2cc(S(=O)(=O)N(C)C)ccc2N2CCCC2)s1,0.1
COc1ccccc1-c1ccc(C2[C@H]3CNC[C@@H]2N3S(=O)(=O)c2ccccc2)cc1 (stereo partly specified),-7.9&-5.9
CC1(C)CC(NC(=O)CCc2nnc(CCCCc3ccccc3)o2)CCO1 (stereo unspecified),-3.9
O=C(c1ccccn1)N1CC[C@@H]2[C@H]1c1cc(C#Cc3cccnc3)ccc1N[C@@H]2CO,-1.9[25 µM]
CCOC(=O)CNC(=O)Cc1ccc(Cl)cc1,1.9
C[C@@H]1CN([C@@H](C)CO)C(=O)c2c(c3ccccc3n2C)-c2ccccc2CO[C@@H]1CN(C)C(=O)NC1CCCCC1,6.6[25 µM]
CN(C)C(=O)C[C@H]1CC[C@H]2[C@H](COc3ccc(NC(=O)C4CCC4)cc3C(=O)N2C)O1,-1.7
COc1ccccc1C(CNC(=O)COc1ccccc1C)N1CCCC1 (stereo unspecified),6.8
CN1CCN(CCCNC(=O)CCC(=O)N2CCOc3ccccc32)CC1,3.8
CC(=O)N1[C@H](CN(C(=O)c2cccc(F)c2)C(C)C)[C@@H](c2ccccc2)[C@@H]1CO,-10.0[25 µM]

# The list goes on.
SMILES,CD40 NFkB inh
CCN(CC)S(=O)(=O)c1ccc(N2CC(C(=O)N3CCOCC3)CC2=O)cc1 (stereo unspecified),2.6
COc1cc(C(=O)NCCOc2cccc3cccnc23)cc(OC)c1OC,1.3
CO[C@@H]1CN(C)C(=O)c2cc(NC(=O)C3CCC3)ccc2OC[C@H](C)N(Cc2ccc(F)cc2)C[C@@H]1C,0.3
Cc1ccc(S(=O)(=O)Nc2ccc3c(c2)C(=O)N([C@@H](C)CO)C[C@H](C)[C@@H](CN(C)S(=O)(=O)c2cccs2)OCCCC[C@H](C)O3)cc1,29.0[25 µM]
Cc1oc(-c2ccccc2)nc1C(=O)Nc1nccs1,-0.8
CC(C)(C)NC(=O)C(c1ccncc1)N(C(=O)c1csnn1)c1cccc2ccccc12 (stereo unspecified),1.4
CCOC(=O)C1(Cc2cccc(OC)c2)CCN(Cc2cnc(C)s2)CC1,12.2
CN(C)C(=O)Oc1ccc[n+](C)c1,5.9&6.0
C[C@H](CO)N1C[C@H](C)[C@@H](CN(C)Cc2ccc(Oc3ccccc3)cc2)OCc2ccccc2-c2c(n(C)c3ccccc23)C1=O,4.6[25 µM]
CCn1c(=O)n(CC(=O)N(C)Cc2ccccc2)c(=O)c2ccccc21,10.4
Cc1cccc(C(=O)NCc2nnc(SC(C)C(=O)Nc3nnc(C)s3)n2C)c1 (stereo unspecified),-1.4
COCCOc1cc(N)c(Cl)cc1Cl,4.3
O=C(NCc1ccc2c(c1)OCO2)C1CCN(S(=O)(=O)c2cccs2)CC1,9.7
O=C(NC1CCCC1)C(c1ccncc1)N(C(=O)c1csnn1)C1CCCC1 (stereo unspecified),0.1
C[C@@H]1CCCCO[C@@H](CN(C)S(=O)(=O)c2ccccc2)[C@@H](C)CN([C@@H](C)CO)C(=O)c2cc(NC(=O)Nc3ccc4c(c3)OCO4)ccc2O1,11.3[25 µM]
COc1cc(NC(=O)c2ccc3c(c2)S(=O)(=O)N=C2CCCCCN23)cc(OC)c1,5.9
Cc1cccc(NC(=O)COC(=O)CN2CCCCCC2=O)c1C,5.3
CN(Cc1ccc(F)cc1)C(=O)c1cc(COc2ccc(-n3cncn3)cc2)on1,10.6
CN(C)C(=O)C[C@H]1C[C@H]2c3cc(NC(=O)c4cccnc4)ccc3O[C@H]2[C@H](CO)O1,0.6[25 µM]
COc1cc(NC(=O)C2CC(=O)N(Cc3ccco3)C2)cc(OC)c1 (stereo unspecified),-3.6
O=c1c2ccccc2nnn1COc1cccc(Cl)c1,-57.7
CC(c1ccncn1)N(C)Cc1nc(Cc2ccccc2F)no1 (stereo unspecified),16.9
COCCNC(=O)[C@H]1[C@H](CO)[C@H]2Cn3c(ccc(-c4ccccc4F)c3=O)[C@@H]1N2S(C)(=O)=O,2.2[25 µM]
CC(=O)N(C)C[C@H]1OCc2ccccc2-c2ccccc2C(=O)N([C@H](C)CO)C[C@@H]1C,-18.5[25 µM]
COc1ccc(C2(C(=O)N3CCOCC3)CCCC2)cc1,3.7

# Structures from the list above that have an NH in an aromatic ring:
SMILES,CD40 NFkB inh
COc1ccc2c3c([nH]c2c1)[C@@H](CO)N(Cc1nccs1)CC31CN(Cc2ccncc2)C1,-9.1[25 µM]
CC(C)NC(=O)CCCc1c[nH]c2ccccc12,10.2
COC(=O)Cc1cc(=O)n2[nH]c(C)cc2n1,21.6

# The results go on.
SMILES,CD40 NFkB inh
Cc1ccc(-c2cnc(C(O)c3cc(C)cc(C)c3)[nH]2)cc1 (stereo unspecified),-3.0
COC(=O)C1=C(N)Oc2c(oc(CO)cc2=O)C1c1c(F)cccc1Cl (stereo unspecified),1.5
CN1C(=O)c2cc(NC(=O)C3CCOCC3)ccc2OC[C@H]2O[C@@H](CC(=O)NCc3ccccc3F)CC[C@@H]21,-16.2[25 µM]
CC(C)CCNC(=O)CCCCn1c(=O)[nH]c2ccsc2c1=O,5.9
Cc1ccc(NC(=O)CSCC(=O)Nc2cccc(S(=O)(=O)N3CCCCCC3)c2)cc1,1.9
Cc1ccc(C(CNS(=O)(=O)c2ccc(F)cc2C)N2CCN(C)CC2)cc1 (stereo unspecified),22.2
